Screening data from PubChem.
NR2E3 ag-1: NR2E3 (human) agonism | Q9Y5X4 | GST-NR2E3/biotin-RetCOR TR-FRET, 1536-well | inhibition of corepressor binding, % at 4.78 µM | 0.12% of 320,000 active | AID 2300;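 active means percent inhibition above the cutoff of mean plus 3 SD of all tested compounds, set per screening campaign, cut at about 20% in these data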;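 further: 0% = DMSO wells and 100% = biotin wells as full block of FRET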
Target sequence (Q9Y5X4 whole entry, looked up): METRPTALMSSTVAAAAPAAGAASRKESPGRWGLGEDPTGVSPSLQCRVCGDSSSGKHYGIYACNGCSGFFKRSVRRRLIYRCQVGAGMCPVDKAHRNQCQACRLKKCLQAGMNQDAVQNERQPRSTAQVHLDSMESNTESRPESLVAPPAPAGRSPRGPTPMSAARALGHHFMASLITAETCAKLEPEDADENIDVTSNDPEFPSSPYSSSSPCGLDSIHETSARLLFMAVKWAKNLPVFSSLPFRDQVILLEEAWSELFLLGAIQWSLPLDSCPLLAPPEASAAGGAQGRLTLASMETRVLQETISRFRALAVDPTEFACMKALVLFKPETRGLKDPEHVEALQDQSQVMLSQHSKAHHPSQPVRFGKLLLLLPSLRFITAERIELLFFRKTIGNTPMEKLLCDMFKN
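Test system – NR2E3–RetCOR corepressor complex · Quantity – NR2E3 fusion 1.35 nM · Buffer or medium – Tris pH 7.5 · Incubation – Compound–protein incubation for 5 h at 4 °C · Technique – TR-FRET, Eu(K)-anti-GST donor, streptavidin-D2 acceptor, ex 340, em 617/671 nm · Evaluation – percent inhibition of 671/617 nm emission ratio versus biotin and DMSO controls · Plate – 1536-well format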
KKLEB cytotox: reduces viability of KKLEB cystic fibrosis airway cells. KKLEB CF airway cells viability, ATPlite luminescence, overnight; hits give low values; cells stimulated with P. aeruginosa culture filtrate. activity change (cytotoxicity), % at 5 µM. 0.36% of 360,000 active. AID 602141;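 active means corrected activity change at or below -50% at 5 µM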
Peg3 prom inh: reduces Peg3 promoter-driven luciferase expression in HeLa; 1.7% of 360,000 active; HeLa PEG-Prom luciferase reporter, luminescence, overnight; inhibition, % at 20 µM;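 active means inhibition of at least 50% at 20 µM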
hiPSC survival: increases survival of single human iPS cells; hiPSC single-cell survival, ATPlite luminescence; 100% = ROCK inhibitor wells, 0% = DMSO; survival enhancement, % at 20 µM; 0.044% of 360,000 active; in the data active means survival enhancement above about 18%;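 further: cells exposed to compounds for 16 hours before the ATP read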
Shn3 3UTR inh: Schnurri-3 reporter inhibition in Clone20 osteoblasts; inhibition, % at 12.5 µM; 0.52% of 360,000 active; Clone20 osteoblast Shn3 3'UTR firefly luciferase, 24 h;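 active means mean inhibition of at least 75% with every replicate also reaching 75%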;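 further: 0% = median of neutral control wells and 100% = pilot-screen positive control compound; some compounds past the cut are filed as inactive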
C8 TRAIL sens: caspase-8 TRAIL sensitization; NB7+C8 cells + TRAIL, ATPlite viability luminescence; inhibition (viability loss, TRAIL sensitization), % at 10 µM; 1% of 360,000 active;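 active means compounds causing at least 50% loss of cell viability in the single-dose screen, relative to plate controls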
LMP1 NFkB inh: inhibitors of Epstein-Barr LMP1-induced NF-kappaB reporter | 0.69% of 350,000 active | inhibition, % at 12.5 µM | LMP1-induced NF-kappaB luciferase reporter cells, luminescence | AID 504558; in the data active means inhibition above about 41%;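 further: 0% = neutral control wells and 100% = reference inhibitor control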
HIF-2a inh: inhibitors of HIF-2a; 786-0 RCC cells HIF-2a reporter, luciferase luminescence, overnight; inhibition, % at 18.8 µM; 0.72% of 360,000 active; AID 624352;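 active means inhibition of the luminescence signal of 40% or more relative to plate controls, in a single-dose primary screen at 18.75 µM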
NR2E3 ag-2: agonists of human NR2E3 nuclear receptor; Q9Y5X4; CHO-S Gal4-NCOR/VP16-NR2E3 two-hybrid, luciferase; inhibition of corepressor binding, % at 3.98 µM; 0.35% of 360,000 active; AID 602229;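 active means inhibition above the mean of all tested compounds plus 3 SD, cut at about 70% in these data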;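 further: 0% = DMSO with NR2E3 transfected cells and 100% = cells lacking NR2E3 construct; higher means lower luciferase signal from less NR2E3 corepressor binding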
MITF TRPM1 inh: reduces MITF-dependent TRPM1 promoter luciferase signal. SK-MEL-5 TRPM1 promoter luciferase, 24 h. 0.83% of 330,000 active. inhibition, % at 12.5 µM;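 active means mean inhibition across replicates of 60% or more, whatever share of single replicates reaches that level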; further: values of inactives mirror those of a sister screen read the other way
CF NFkB block: blocks PAF-induced NF-kB reporter in cystic fibrosis cells; KKLEB NF-kB-GFP reporter, GFP fluorescence overnight; inhibition, % at 5 µM; 0.86% of 360,000 active; AID 588850;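 active means at least 50% inhibition at 5 µM, scaled per plate between neutral and stimulator controls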;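 further: PAF is a Pseudomonas aeruginosa culture filtrate used as stimulus; plate controls were PAF-stimulated DMSO wells for no effect and unstimulated DMSO wells for full effect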
The depositor's hits bear a star; . = not tested or not shown.

SMILES	NR2E3 ag-1	KKLEB cytotox	Peg3 prom inh	hiPSC survival	Shn3 3UTR inh	C8 TRAIL sens	LMP1 NFkB inh	HIF-2a inh	NR2E3 ag-2	MITF TRPM1 inh	CF NFkB block
COc1ccc2nc(NC(=O)CSc3nnc(N)s3)sc2c1	-2	-31	-87	-2.9	-29	15	-14	-72	-36	-42	10
Cc1cc(C)c(OCC(=O)OC(C)C(=O)N2CCc3ccccc32)c(C)c1 (configuration not stated)	6	-10	0	-0.6	-17	-3	-6	8	-15	-2	22
CCCNC(=O)/C(C#N)=C1\N=C(NC(=O)c2ccco2)c2ccccc21	1	8	9	-0.5	-1	2	-4	-19	-10	-14	-16
CSc1ccc(-c2nc(CSCC(=O)NCCCN3CCCC3=O)c(C)o2)cc1	1	1	-10	-0.5	14	16	4	1	32	12	16
Cc1onc(-c2ccccc2Cl)c1C(=O)NC1CCCCCC1	3	-4	-7	0.6	2	-8	1	-12	-28	-13	-2
COc1cccc(/C=C/c2ccccn2)c1O	-1	27	-239	0.2	-157	32	-11	-288	-121	-60	-14
Cc1ccc(NC(=O)CCC(=O)N2CCN(S(=O)(=O)c3ccc(C)cc3)CC2)cc1	2	-22	-1	3.5	9	-2	2	7	-5	1	10
O=C1CCSc2cccc3cccc(c23)N1	-1	3	11	3.7	-2	-3	2	11	-2	-5	-3
CCCCc1nnc(NC(=O)CCS(=O)(=O)c2ccc(C)cc2)s1	0	-8	-4	-0.5	4	6	7	-17	-31	29	28
Cc1ccc(S(=O)(=O)NC(=O)C2(C)CCN2C(=O)CCc2ccc(Cl)cc2Cl)nc1 (configuration not stated)	.	-2	4	4.1	-3	-8	.	10	-16	.	9
CC1=C(C)CC(C(=O)NC2CCN(C(C)C)CC2)C(C(=O)O)C1 (configuration not stated)	0	2	13	-0.1	4	4	.	1	21	15	2
Cc1ccc(NC(=O)c2ccc(OC(=O)CCN3C(=O)c4ccccc4C3=O)cc2)cc1	1	2	-232	-2.4	-59	10	-15	-149	-37	-54	8
CC1=C(C(=O)N2CCOCC2)CC(CC(=O)NC(c2ccccc2)c2ccccc2)C(=O)N1Cc1ccc(C(C)(C)C)cc1 (configuration not stated)	.	2	-6	-0.1	14	22	-2	-12	-4	.	-18
COc1ccc(C(=O)OCC(=O)Nc2ccc(N3CCOCC3)cc2)cc1	1	-1	-3	0.3	-3	-14	-2	-8	-6	2	6
CCn1ncc(C2=NOC(C(=O)Nc3ccc4c(c3)OCO4)C2)c1C (configuration not stated)	-2	-2	-4	0.3	17	-4	8	-42	-9	-3	6
COc1ccc(COC(=O)CCS(=O)(=O)c2ccc(C)cc2)cc1F	2	14	-5	0.1	-2	-14	9	-2	-20	-9	-33
CCn1c(SCC(O)c2ccccc2)nnc1-c1ccccc1 (configuration not stated)	3	3	-40	-1.4	-22	15	-10	-63	5	-12	2
CCOC(=O)N1CCC2(CC1)C(C#N)=C(N)Oc1c2sc2nc(C)cc(C)c12	3	-16	13	-0.8	-13	2	-11	-105	-20	-16	27
Cc1cc([N+](=O)[O-])cc2c1NCC1CC=CC21 (configuration not stated)	-2	-6	-3	3.0	1	2	2	14	-6	-15	19
Cc1nnsc1C(=O)Nc1ccccc1	0	-12	-8	-0.8	0	-17	-3	2	3	0	-5
COc1cc(NC(=O)Cc2c(C(=O)O)n(C)c3ccccc23)cc(OC)c1OC	1	15	-2	0.2	12	-5	-6	-4	-5	2	10
COc1ccccc1-c1c(C)nn2c(-c3ccccc3)cc(C)nc12	-1	-7	20	-0.8	13	16	2	0	-1	9	6
COc1ccc(N2CCN(C(CNC(=O)c3ccc4c(c3)OCO4)c3ccco3)CC2)cc1 (configuration not stated)	3	15	1	6.9	-6	4	0	9	-29	0	-16
Cc1ccc(C)c(OCC(O)CN2CCN(CCN3C(=O)c4cccc5cccc(c45)C3=O)CC2)c1 (configuration not stated)	0	-23	89*	-1.8	16	-7	-27	-9	9	-7	-29
CCc1ccc(NC(=O)CSc2n[nH]c(C)c2[N+](=O)[O-])cc1	-2	1	0	-1.4	17	-10	3	7	-12	-5	7
Following part:
SMILES	NR2E3 ag-1	KKLEB cytotox	Peg3 prom inh	hiPSC survival	Shn3 3UTR inh	C8 TRAIL sens	LMP1 NFkB inh	HIF-2a inh	NR2E3 ag-2	MITF TRPM1 inh	CF NFkB block
CS(=O)(=O)N1CCN(C(=O)Nc2ccccc2)CC1	5	0	-11	0.0	3	4	7	-13	5	16	18
CCCc1cc(NCCOCCO)n2c(nc3ccccc32)c1C#N	.	-6	3	0.5	4	5	0	-7	19	.	10
Cn1cccc1/C=C1\CCC/C(=C\c2cccn2C)C1=O	3	1	-297	-2.3	-103	11	-11	-276	-72	-79	-44
CCOc1ccc(CNc2ccc(N3CCOCC3)c(C(=O)O)c2)cc1	-1	-5	-2	-4.6	-4	-1	-1	6	9	-1	-3
CC1CC(C)CN(S(=O)(=O)N2CCCC(C(=O)NCCc3ccccc3)C2)C1 (configuration not stated)	-1	-6	5	-0.5	-2	-16	4	8	-8	8	10
CCCc1nnc2n1N=C(c1ccc([N+](=O)[O-])cc1)CS2	1	0	18	-0.5	-10	-3	7	17	-11	14	12
CCC(=O)NC(c1ccc(N(C)C)cc1)c1c(O)ccc2ccccc12 (configuration not stated)	0	5	20	-1.3	-4	-1	-8	13	-24	12	3
COc1ccc(NC(=O)N(C)C[C@H]2Oc3ccc(NS(=O)(=O)c4ccccc4)cc3C(=O)N([C@H](C)CO)C[C@@H]2C)cc1	.	16	-10	0.6	-21	-17	3	4	15	-5	-33
COc1ccc(OC)c(S(=O)(=O)NCC(c2ccco2)S(=O)(=O)c2ccccc2)c1 (configuration not stated)	-4	12	4	-0.4	-31	2	-10	2	-11	12	50*
CC(=O)Nc1ccc(NC(=O)C2(C)Cc3c(-c4cccc(NC(C)=O)c4)ccnc3O2)cc1 (configuration not stated)	.	2	13	7.0	-13	-12	.	9	-1	.	-37
CCOC(=O)Cn1c(-c2ccccc2)cc(SC)c(C#N)c1=O	3	4	20	2.8	-21	-1	-1	8	-30	-3	-10
Brc1ccc(/C=N/N2CCN(C3c4ccccc4-c4ccccc43)CC2)s1	0	-10	-6	2.0	-12	-1	2	12	1	0	23
COC/C=C/C1=CC2=CC(=O)C(C)(OC(=O)c3cnc4ccccc4n3)C(=O)C2=CN1CCCCO (configuration not stated)	1	5	-1	1.8	-4	-2	1	5	5	0	10
c1ccc(C2Nc3ccccc3-c3nc4ccccc4n32)nc1 (configuration not stated)	-2	-5	-50	0.6	-23	24	2	-86	-36	-17	12
CCC(C)NC(=O)c1cc(CC(C)C)on1 (configuration not stated)	4	8	-35	-2.6	-59	-5	-19	-12	-10	.	8
COc1ccc(NC(=O)COC(=O)C2CC(=O)N(CCc3ccc(OC)c(OC)c3)C2)cc1Cl (configuration not stated)	0	-9	8	-0.7	0	-3	-9	-5	10	-4	10
O=C(CSc1ccc(-c2cccs2)nn1)N1CCCCCC1	-57	-4	-121	-1.5	1	-13	-5	-115	-34	4	13
CCCCCC1=NN2C(=O)CC(=O)N=C2S1	3	4	-8	-0.3	15	-19	-4	12	6	-5	-13
CCOc1ccccc1NC(=O)C(CC(C)C)NC(=O)C1CCC(C)CC1 (configuration not stated)	0	-25	17	-0.1	-5	-24	-16	4	-17	-9	12
CCC(CC)N1CCN(CCc2ccccc2)C(CCO)C1 (configuration not stated)	4	4	-3	-0.4	7	-3	-4	14	-2	1	-16
CCn1cc2nc(SCC(=O)Nc3ccc(OC)c(OC)c3)n(Cc3ccc(OC)cc3)c(=O)c2n1	0	-7	-2	-0.3	-39	-1	-1	6	-24	-16	6
CCN1CCCc2cc(CN(CCN3CCOCC3)C(=S)Nc3ccccc3OC)ccc21	1	0	11	0.4	7	1	5	23	-25	13	-9
Cc1cc(C)nc(SCc2nnc(SCC(=O)Nc3c(C)cccc3C)o2)n1	0	-12	14	1.9	3	-15	-1	21	-3	-4	-13
CC(=O)Nc1ccc(S(=O)(=O)N2CCN3CCCC3C2)cc1 (configuration not stated)	1	-13	7	-0.1	-3	-11	-2	13	14	12	10
COC(=O)c1c(N)sc(C(=O)N2CCOCC2)c1C	3	-2	-3	6.4	3	-14	-4	13	-3	6	10

Sorted by count of non-hydrogen atoms (largest number first): some entries from above
SMILES	NR2E3 ag-1	KKLEB cytotox	Peg3 prom inh	hiPSC survival	Shn3 3UTR inh	C8 TRAIL sens	LMP1 NFkB inh	HIF-2a inh	NR2E3 ag-2	MITF TRPM1 inh	CF NFkB block
COc1ccc(NC(=O)COC(=O)C2CC(=O)N(CCc3ccc(OC)c(OC)c3)C2)cc1Cl (configuration not stated)	0	-9	8	-0.7	0	-3	-9	-5	10	-4	10
CCCc1cc(NCCOCCO)n2c(nc3ccccc32)c1C#N	.	-6	3	0.5	4	5	0	-7	19	.	10
CCCc1nnc2n1N=C(c1ccc([N+](=O)[O-])cc1)CS2	1	0	18	-0.5	-10	-3	7	17	-11	14	12

Remaining list, next part.
SMILES	NR2E3 ag-1	KKLEB cytotox	Peg3 prom inh	hiPSC survival	Shn3 3UTR inh	C8 TRAIL sens	LMP1 NFkB inh	HIF-2a inh	NR2E3 ag-2	MITF TRPM1 inh	CF NFkB block
Cc1ccc(-c2nc(C)sc2CC(=O)NCc2ccco2)cc1	.	0	7	2.8	-6	-7	-7	16	10	-3	-8
CCOc1cc2c(C#N)c(N(CC)CC)nc(N)c2c(N)n1	3	15	-18	1.7	1	6	-10	-11	7	-16	27
CCn1c(=O)c(=O)[nH]c2cc(C(=O)NCC3CCCCC3)ccc21	-1	1	18	0.9	-6	-16	13	25	-1	3	-1
COc1cccc(NC(=O)CSCc2cc(=O)n3nc(C4CC4)sc3n2)c1	-1	13	-2	1.0	2	-2	7	-9	-21	7	-25
CC(C)S(=O)(=O)C/C(N)=N/OS(=O)(=O)c1ccc(Cl)cc1	-3	1	1	0.3	5	-1	-1	22	-3	5	-3
CCC(C)N(C(=O)C(F)(F)F)C(C(=O)NC1CCCCC1)c1ccncc1 (configuration not stated)	-4	-7	4	0.7	-6	3	-9	12	-1	-5	7
O=C(C[C@H]1C/C=C\C[C@@H](Cc2ccc(F)cc2)C(=O)O[C@@H](c2ccccc2)CNC1=O)N[C@@H](CO)Cc1ccccc1	.	-6	43	-4.6	-33	-3	-7	8	-12	-8	6
CCCCNC(=O)c1nc(C2CCN(S(=O)(=O)c3c(F)cccc3F)CC2)oc1-c1ccccc1	.	8	32	-2.7	1	-6	.	8	-6	.	18
OC(c1ccc(F)c(F)c1)c1nc(-c2ccc(Cl)cc2)cs1 (configuration not stated)	.	-1	-15	5.6	-5	-7	.	-46	-12	.	9
CCOC(=O)C1=C(NC#N)OC(C)=C(C)C1c1ccc(O)cc1 (configuration not stated)	3	-2	6	-1.4	-6	-13	0	-3	1	5	-5

A portion of the library; rates above refer to the full screens.
